Assay outcomes from PubChem BioAssay.
BLM inh: qHTS Assay for Inhibitors of Bloom's syndrome helicase (BLM); 350,000 compounds, 0.2% hits; recombinant BLM DNA unwinding, fluorescence dequenching; RecQ-like DNA helicase BLM (Homo sapiens), P54132; Potency, µM (doses to about 56.1 µM), for inactives: top-dose activity change, negative = inhibition, actives largely listed as inhibitors;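 also: plate controls were vehicle for no effect and no enzyme for full effect; nearly all actives have a fitted effect of over 35% in size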
BAZ2B inh: qHTS Assay for Inhibitors of BAZ2B | Potency, µM (series often up to 114 µM), without a hit: top-dose activity change, negative = inhibition, usual class: inhibitors | AlphaScreen BAZ2B-H3K14Ac peptide displacement | AID 504333, 2011 | 360,000 compounds, 4.4% hits; also: % is scaled to controls: 0 for no effect and ±100 for the full control effect; nearly all actives have a fitted effect of over 60% in size
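AlphaScreen luminescence quantifies BAZ2B engagement of H3K14Ac peptide; the protein and biotinylated peptide are both at 50 nM final, buffer PBS pH 7.4 with 0.01% Tween-20, all steps at room temperature.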
G9a inh: qHTS Assay for Inhibitors of Histone Lysine Methyltransferase G9a; Histone-lysine N-methyltransferase EHMT2 (Homo sapiens), Q96KQ7; G9a H3K9 monomethylation, AlphaScreen, 2 h; Potency, µM (highest dose often 102 µM), for the others: at the top dose activity, negative = inhibition, actives largely listed as inhibitors; 350,000 compounds, 8.8% hits; also: % is scaled to controls: 0 for no effect and ±100 for the full control effect; nearly all actives have a fitted effect of over 75% in size
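Signal arises when biotinylated H3K9 peptide, once monomethylated, bridges streptavidin donor and antibody-captured acceptor beads. Enzyme at 20 nM was preincubated 15 min with test compounds; peptide 500 nM and SAM 20 uM then reacted for 2 h.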
POLH inh: qHTS for Inhibitors of Polymerase Eta | 390,000 compounds, 1.2% hits | AID 588591, 2011 | recombinant Pol eta, fluorescent DNA replication assay | Potency, µM (doses to about 114 µM), for the others: at the highest dose activity change, negative = inhibition, actives largely listed as inhibitors | DNA polymerase eta (Homo sapiens), Q9Y253; also: % is scaled to controls: 0 for no effect and ±100 for the full control effect
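Pol eta (10 nM) was preincubated with compounds for 15 min at room temperature, after which fluorescent replication substrate (50 nM final) was added to start the reaction. Fluorescence was read kinetically at 0 and 10 min.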
Pol kappa inh: qHTS for Inhibitors of Polymerase Kappa; AID 588579, 2011; purified Pol kappa, fluorescent DNA synthesis assay, 10 min; Potency, µM (series often up to 107 µM), for the others: at the top dose activity, negative = inhibition, most hits filed as inhibitors; DNA polymerase kappa (Homo sapiens), Q9UBT6; 400,000 compounds, 0.53% hits; also: % is scaled to controls: 0 for no effect and ±100 for the full control effect
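Kinetic fluorescence screen: compound preincubated 15 min RT with 10 nM enzyme; 50 nM substrate (final) initiates; reads at 0/10 min.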
Anesthetic bind: qHTS Assay for Identification of Novel General Anesthetics; apoferritin/1-aminoanthracene competitive binding, fluorescence; Potency, µM (top dose mostly 77.5 µM), without a hit: top-dose activity change, negative = displacement, actives largely listed as inhibitors; 350,000 compounds, 0.074% hits; AID 485281, 2010; also: % is scaled to controls: 0 for no effect and ±100 for the full control effect; nearly all actives have a fitted effect of over 20% in size
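Probe: 1-aminoanthracene (50% saturated, PBS). Protein: horse-spleen apoferritin, 10 uM. Incubation: 10 min, room temperature. Detection: 380 nm excitation, 535 nm emission. Analysis: normalized response, four-parameter Hill.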
Pol beta inh: qHTS Assay for Inhibitors of DNA Polymerase Beta; Pol beta primer extension/strand displacement, fluorescence kinetic; AID 485314, 2010; P06746; 340,000 compounds, 1.3% hits; Potency, µM (top dose mostly 114 µM), for inactives: at the top dose activity change, negative = inhibition, actives largely listed as inhibitors; also: % is scaled to controls: 0 for no effect and ±100 for the full control effect
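Pol beta (10 nM) and compounds were preincubated 15 min at room temperature, then 50 nM substrate (final) started primer extension/strand displacement. Reads were taken at 0 and 10 min; concentration-response data were fitted to a four-parameter Hill equation.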
Pol iota inh: qHTS for Inhibitors of Polymerase Iota; DNA polymerase iota (Homo sapiens), Q9UNA4; 390,000 compounds, 1% hits; Potency, µM (titrated, usually from 115 µM), without a hit: at the top dose activity, negative = inhibition, actives largely listed as inhibitors; Pol iota fluorescent replication assay, 10 min; AID 588590, 2011
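Pol iota at 10 nM preincubated 15 min with compounds at room temperature; reaction started with fluorescent substrate, 50 nM final. Fluorescence read kinetically at 0 and 10 min; buffer-only wells as negative control.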
APEX1 inh: qHTS Assay for Inhibitors of the Human Apurinic/apyrimidinic Endonuclease 1 (APE1). DNA repair nuclease/redox regulator APEX1 (Homo sapiens), P27695. recombinant APE1, TAMRA/BHQ-2 abasic DNA cleavage fluorescence. Potency, µM (doses to about 65.8 µM), for inactives: at the highest dose activity change, negative = inhibition, most hits filed as inhibitors. 350,000 compounds, 0.35% hits. AID 2517, 2012;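 also: plate controls were vehicle for no effect and reference inhibitor for full effect; nearly all actives have a fitted effect of over 55% in size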
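Measures dequenching upon AP-site incision of a 5'-TAMRA/3'-BHQ-2 THF-containing duplex, 50 nM; human APE1 0.75 nM after 15 min room-temperature exposure to compound; kinetic three-point read at one-minute spacing.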
Active calls of the source: *; u = inconclusive; x = not tested or not shown; [ ] = dose if it differs, or a comment. Calls follow the shape of the dose curve; as a rule, active = well fitted curve in the direction sought with a large enough effect; inconclusive = small, poorly fitted or top-dose-only effect, or another doubt; inactive = no such curve, though single readings can be large; an effect the other way counts as inactive or inconclusive. Potency is read from the fitted curve at half-maximal effect. An excerpt; count on the stated rates, not on these rows.

compound	BLM inh	BAZ2B inh	G9a inh	POLH inh	Pol kappa inh	Anesthetic bind	Pol beta inh	Pol iota inh	APEX1 inh
Cc1ccc(N(C)S(=O)(=O)c2ccc3c(c2)CC(C)N3C(=O)C2CC2)cc1 (stereo unspecified)	-9%	-11%	22%[59 µM]	-3%	-8%	-1%	-9%	18%	11%
Cc1cc(C(F)F)n2nc(C(=O)Nc3c(F)cc(F)cc3Br)nc2n1	-2%	-19%	-3%[12.7 µM]	-15%	0%	-7%	-21%	-1%	3%
COCCSc1ccccc1C(=O)N1CCC(Cc2ccccc2)CC1	-7%	-19%	x	-9%	1%	-9%	11%	2%	0%
O=C(N/N=C/c1ccc[nH]1)c1cccc(Br)c1	2%	u	-20%	-21%	-7%	43%[activator]	22%	8%	12%
CC1CCN(C(=O)CNS(=O)(=O)c2ccc(Br)s2)CC1	-2%	-35%	u	-2%	-21%	-19%	-1%	12%	2%
Cc1ccc2[nH]c3c(c2c1)CN(C(C)C)CC3	5%	-11%	-48%	-16%	7%	-2%	-18%	-4%	47%[activator]
Cc1cc(Br)ccc1NC(=O)CN(C)C(=O)CNC(=O)Cc1ccccc1	x	4%	28%[12.7 µM]	-13%	-9%	x	x	22%	4%
COc1ccc(C(=O)Nc2ccc(S(=O)(=O)Nc3nccnc3OC)cc2)cc1	-3%	-26%	-38%[59 µM]	-6%	12%	-7%	1%	0%	-1%
COc1ccc2[nH]c(=O)c(CN(C(=O)c3cccnc3)c3ccccc3)cc2c1	-1%	11%	-37%	-10%	4%	-5%	-5%	-7%	-6%
O=C(NCc1ccco1)c1cccnc1Cl	1%	-27%	u	-9%	-5%	6%	0%	-8%	1%
Oc1c(Br)cc(Br)cc1C=Nc1ccc2c(c1)OCO2	-6%	-12%	7%[59 µM]	-15%	-2%	-13%	37%	30%[activator]	-1%
Cc1cccc(NC(=O)COC(=O)Cc2cccc(C(F)(F)F)c2)c1C	-1%	0%	11%[59 µM]	3%	-9%	-5%	-2%	11%	-4%
COc1cccc(OCC(=O)NNC(=O)C(=O)Nc2cccc(C)c2)c1	-3%	-14%	-10%	-7%	19%	-19%	5%	32%[activator]	17%
COc1cc(CN2CCN(Cc3ccc4cc(F)ccc4n3)CC2CCO)cc(OC)c1 (stereo unspecified)	0%	-4%	-6%	-20%	-3%	-1%	-4%	23%	30%
CCOC(=O)c1cnc(-n2nc(C)cc2C)[nH]c1=O	-1%	40µM*	-4%	9%	10%	-8%	-3%	u	0%
CC(=O)N1CC(=O)N=C1SCC(=O)Nc1nc(C)c(-c2ccccc2)s1	-9%	-14%	34%[activator]	-5%	-24%	-6%	-8%	91%[activator]	u
O=C(NCc1ccccc1Cl)C1CCC(=O)N1Cc1ccc(F)cc1 (stereo unspecified)	0%	8%	37%	-4%	-11%	9%	0%	1%	-10%
CC(C)(C)NC(=O)CSc1nc(N)c(NC(=O)c2ccccc2F)c(=O)[nH]1	-5%	0%	-21%	-11%	-3%	3%	19%	54%[activator]	1%
COc1ccc(/C=C/C(=O)Nc2nc3n(n2)C(c2ccc(F)cc2)C=C(c2ccccc2)N3)cc1 (stereo unspecified)	-1%	-39%	-32%[59 µM]	-13%	-4%	-13%	16%	12%	x
COC(=O)c1ccc(N=C2SCC(=O)N2C)cc1	-2%	8%	2%[0.501 µM]	-6%	7%	2%	33%	23%	28%
CC(C)(C)c1ccc(/C=N/OCC(=O)NCc2ccccc2)cc1	-9%	-3%	-1%[59 µM]	-22%	-14%	-18%	1%	193%[activator]	-1%
O=C(Nc1nnc(SCc2ccccc2F)s1)c1ccco1	3%	-9%	17%[59 µM]	-4%	-8%	-1%	23%	12%	3%
O=[N+]([O-])c1ccccc1S(=O)(=O)N1CCN(C2CCN(Cc3ccccc3)CC2)CC1	-13%	-28%	-29%	-3%	-2%	-13%	4%	u	-18%
CC(Oc1ccc2c3c(c(=O)oc2c1)CCC3)C(=O)NCc1ccccn1 (stereo unspecified)	1%	0%	x	1%	-3%	-9%	-4%	15%	-15%
Oc1ccc2cccnc2c1	1%	2%	-38%[12.7 µM]	-2%	-5%	128%[activator]	4%	2%	2%
Cc1cccc(N2CCN(C(=O)c3ccc(N4CCCC4=O)cc3)CC2)c1C	-1%	6%	-5%[59 µM]	2%	-2%	-14%	-18%	6%	4%
Cc1c(C)n(Cc2ccc(F)cc2)c2ccc(C(=O)NCCCN3CCOCC3)cc12	2%	28µM*	x	-4%	3%	-11%	26%	-18%	1%
COc1ccc2oc(C(=O)Nc3ccccn3)c(C)c2c1	-5%	7%	x	-18%	-9%	-10%	0%	31%[activator]	8%
Cc1cc(-c2nc3ncccc3o2)ccc1NC(=O)c1ccc(Cl)cc1	-7%	-4%	0%[59 µM]	-11%	-5%	-9%	-2%	7%	x
Cc1cccc(-n2ncc(C#N)c2-n2cccc2)c1	-3%	7%	4%[2.33 µM]	-13%	-5%	-18%	11%	-9%	8%

Results in POLH inh, Anesthetic bind and BLM inh, for 2 of the compounds above:
| structure | POLH inh | Anesthetic bind | BLM inh |
| --- | --- | --- | --- |
| Cc1cccc(NC(=O)COC(=O)Cc2cccc(C(F)(F)F)c2)c1C | 3% | -5% | -1% |
| COc1cc(CN2CCN(Cc3ccc4cc(F)ccc4n3)CC2CCO)cc(OC)c1 (stereo unspecified) | -20% | -1% | 0% |

Next part
compound	BLM inh	BAZ2B inh	G9a inh	POLH inh	Pol kappa inh	Anesthetic bind	Pol beta inh	Pol iota inh	APEX1 inh
COc1cccc(NC(=S)NNC(=O)Cn2nc(C(F)(F)F)cc2C)c1	1%	-6%	11µM*	2%	-3%	-3%	u	25%	-2%
CCc1cc2c3c(c1)/C(=C1/SC(N)=NC1=O)C(=O)N3C(C)(C)C=C2C	-2%	1%	-22%[12.7 µM]	2%	-14%	6%	6%	10%	3%
NS(=O)(=O)c1ccc(CNC(=O)CSc2nc3ccc(Cl)cc3[nH]2)cc1	1%	u	u	-12%	1%	-6%	-1%	101%[activator]	33%
Cc1ccc(C)c(N2CCN(C(=O)C3CCN(S(=O)(=O)c4cccc5nsnc45)CC3)CC2)c1	-4%	u	-10%	-15%	1%	u	15%	-11%	0%
OCCCCNCc1cc(Br)ccc1OCc1ccccc1F	-10%	1%	-14%	-9%	-8%	-5%	-23%	53%[activator]	3%
Cc1ccc(C)c(Nc2nn3c(=O)c4ccc(C(=O)N(C)Cc5ccccc5)cc4nc3s2)c1	-3%	-29%	-29%[59 µM]	-9%	-11%	5%	u	-19%	x
CCOC(=O)c1ccc(NC(=S)N(CCCN2CCCCC2)Cc2ccco2)cc1	3%	-7%	-13%[59 µM]	-2%	-9%	-5%	0%	123%[activator]	1%
CCc1nc(NC2CCCCC2)c(C#N)c2c1COC(C)(C)C2	-6%	14%	11%	u	1%	-11%	18%	-7%	14%
COC(=O)[C@H](CCSC)NC(=O)Nc1ccc(C(C)=O)cc1	-1%	3%	-3%[59 µM]	-17%	-10%	-7%	0%	5%	21%
COc1ccccc1Cc1nc2ccccc2nc1SCC(=O)NCc1ccccc1Cl	-2%	6%	11%[59 µM]	-19%	-1%[60.1 µM]	-9%	14%	-21%	x
CCCn1c(O)c(N=N)c2ccccc21	-5%	-36%	-36%	-16%	10%	-12%	5%	14%	2%
CC(C)(C)OC(=O)C[C@H]1C/C=C\C[C@H](CC(=O)NCCO)C(=O)NCCOC1=O	x	x	x	-20%	-15%	x	x	22%	-16%
CCOC(=O)c1[nH]c2ccccc2c1NC(=O)CN(C)C	-1%	-29%	u	-23%	3%	-13%	1%	19%	-4%
COC(=O)c1cc(NC(=O)c2cccnc2)cc(C(=O)OC)c1	2%	-15%	-1%	-13%	-5%	-6%	0%	-6%	-5%
CNC(=O)c1[nH]cnc1C(=O)Nc1ccccc1C	6%	u	u	-9%	-3%	-2%	-1%	-1%	6%
COc1ccc(CN(C)C(=O)c2sccc2-c2ccccc2)c(OC)c1	-6%	2%	6%	-8%	-7%	-15%	-1%	25%	-21%
CCN(CC(=O)Nc1c(F)cccc1F)C(=O)CNC(=O)C1CCCCC1	x	0%	2%	-11%	-16%	x	x	-7%	-8%
O=C(CNC(=O)c1ccc2c(c1)OCO2)NCCOc1ccc(Cl)cc1	x	x	x	-16%	-3%	x	x	30%	-12%
Cc1ccc(C(=O)NCC(c2ccco2)N2CCc3ccccc3C2)cc1C (stereo unspecified)	x	-30%	u	-23%	-7%	x	x	18%	2%
Cc1ccc(NC(=O)Cn2nnc(C(=O)NCCc3ccccc3)c2N)cc1	-10%	-30%	u	-30%	u	1%	16µM*	u	x

Compounds from the list above with a CF3 group (two):
compound	BLM inh	BAZ2B inh	G9a inh	POLH inh	Pol kappa inh	Anesthetic bind	Pol beta inh	Pol iota inh	APEX1 inh
Cc1cccc(NC(=O)COC(=O)Cc2cccc(C(F)(F)F)c2)c1C	-1%	0%	11%[59 µM]	3%	-9%	-5%	-2%	11%	-4%
COc1cccc(NC(=S)NNC(=O)Cn2nc(C(F)(F)F)cc2C)c1	1%	-6%	11µM*	2%	-3%	-3%	u	25%	-2%
